DT40 TDP1 no CPT: qHTS for Inhibitors of human tyrosyl-DNA phosphodiesterase 1 (TDP1): qHTS in cells in absence of CPT; Potency, µM (series often up to 46.2 µM), without a hit: at the top dose activity change, negative = growth inhibition, hits mostly inhibitors; AID 686978, 2013; actives 15% (n = 420,000); DT40 Tdp1-/- hTDP1 cells, no CPT, ATP luminescence, 48 h; further: nearly all actives have a fitted effect of over 55% in size
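Compound effects on proliferation are scored in DT40 Tdp1-/-;hTDP1 cells in the absence of CPT. ATP levels (CellTiter-Glo luminescence) are recorded after a ≥48 hr, 37 °C incubation.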
DT40 TDP1 CPT: growth inhibition of DT40 Tdp1-/-;hTDP1 cells with camptothecin (screen for TDP1 inhibitors) | chicken DT40 Tdp1-/-;hTDP1 cells + 20 nM CPT, ATP luminescence, 48 h | Potency, µM (highest dose often 46.2 µM), for the others: top-dose activity change, negative = growth inhibition, usual class: inhibitors | actives 12% (n = 420,000) | AID 686979; further: nearly all actives have a fitted effect of over 55% in size
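Chicken DT40 Tdp1-/- cells complemented with human TDP1, 400 cells/well, exposed to compounds plus 20 nM camptothecin for at least 48 h at 37 C; viability read as ATP content by CellTiter-Glo luminescence.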
TDP1 inh: inhibitors of human tyrosyl-DNA phosphodiesterase TDP1 | Q9NUW8 | recombinant TDP1, AlphaScreen DNA substrate cleavage | Potency, µM (top dose mostly 130 µM), for inactives: top-dose activity change, negative = inhibition, hits mostly inhibitors | actives 0.28% (n = 350,000); further: nearly all actives have a fitted effect of over 40% in size
Target sequence (Q9NUW8 whole entry, looked up): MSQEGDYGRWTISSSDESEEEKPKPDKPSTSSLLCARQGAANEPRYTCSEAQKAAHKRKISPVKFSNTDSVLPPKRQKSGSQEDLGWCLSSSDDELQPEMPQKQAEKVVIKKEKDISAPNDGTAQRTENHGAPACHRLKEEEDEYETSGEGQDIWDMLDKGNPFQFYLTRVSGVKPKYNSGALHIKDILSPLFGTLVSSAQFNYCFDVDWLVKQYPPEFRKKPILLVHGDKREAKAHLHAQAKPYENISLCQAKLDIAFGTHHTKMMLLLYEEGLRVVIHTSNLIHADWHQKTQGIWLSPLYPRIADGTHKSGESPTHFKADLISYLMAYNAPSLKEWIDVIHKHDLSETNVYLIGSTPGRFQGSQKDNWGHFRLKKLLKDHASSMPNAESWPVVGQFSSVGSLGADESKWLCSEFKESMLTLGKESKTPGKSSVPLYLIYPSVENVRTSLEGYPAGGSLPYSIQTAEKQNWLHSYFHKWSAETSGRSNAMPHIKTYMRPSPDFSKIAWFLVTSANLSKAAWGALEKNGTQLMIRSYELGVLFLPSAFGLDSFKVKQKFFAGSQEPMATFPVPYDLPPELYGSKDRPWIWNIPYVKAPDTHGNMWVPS
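Compounds were preincubated with Tdp1 (1 nM final) for 15 min at room temperature before substrate (15 nM final) started a 5 min reaction; beads (10 ug/ml final) were then added for 10 min before AlphaScreen detection.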
* marks the source's active call; other numbers are inactive results; ? = inconclusive; · = not tested or not shown; & = joins results of further samples; [ ] = remark or other dose. The call rests on the fitted dose curve; in most records, active means well fitted curve in the direction sought with a large enough effect; inconclusive means small, poorly fitted or top-dose-only effect, or another doubt; inactive means no such curve, though single readings can be large; an effect the other way counts as inactive or inconclusive. On the % scale 0 is the no-effect control and ±100 the full control effect; potency means the concentration at half of the fitted maximal effect.

The opening 17 entries, to show the layout:
SMILES | DT40 TDP1 no CPT | DT40 TDP1 CPT | TDP1 inh
CCN(CC)CCCNC(=O)c1cn(CC)c2ccc(S(=O)(=O)N3CCc4ccccc4C3)cc2c1=O | 29.1µM* | ? | 5.3%&0.0%
Cc1cc(C)c2oc(=O)cc(CN3CCC(C)CC3)c2c1 | 25.9µM* | ? | ·
CCc1ccccc1N1C(=O)[C@@H]2Cc3ccccc3CN2C1=O | ? | -13.7% | 2.7%
CNC(=O)CN1C(=O)CSc2nc(C)cc(C)c21 | -2.1% | -13.7% | 0.0%
COc1ccccc1Cc1c(C(C)(C)C)nc2ccc(C)cn12 | 9.2µM* | 0.651µM* | ·
Cn1c(=O)c2c(nc(Sc3ncnn3CC(=O)N3CCOCC3)n2C)n(C)c1=O | -0.5% | 0.7% | ·
Cc1ccc(S(=O)(=O)N2CCN(C(=O)COC(=O)CCOc3cc(C)ccc3C)CC2)c(C)c1 | -11.4% | -10.1% | ·
C[C@@H]1C[C@H]2[C@@H]3C[C@H](F)C4=CC(=O)C=C[C@]4(C)[C@@]3(F)[C@@H](O)C[C@]2(C)[C@@]1(O)C(=O)CO | -18.6% | 0.0% | 1.2%
Cc1ccc(S(=O)(=O)NC(C)(C)C)cc1C(=O)OC(C)C(=O)NC1CC1 (centres undefined) | 3.9% | 3.1% | -9.7%
COCc1ccc(C(=O)N2CCCC(C(=O)c3cccc(C(F)(F)F)c3)C2)o1 (centres undefined) | ? | ? | -2.4%
COc1ccc(NC(=O)CSC2CCCCC2)cc1 | -20.3% | -20.3% | -2.2%
Fc1ccc(NC(=S)N2CCCC(c3ccccc3)=N2)cc1 | -17.4% | 0.4% | -3.8%
CC(C)CCCN1C(N(C)C)=NC[C@@H]1C | -22.2% | 0.4% | -5.6%
CCOc1ccc(S(=O)(=O)N2CCC(C(=O)NCc3cccnc3)CC2)cc1Cl | -14.5% | -5.1% | ·
CCOC(=O)C(c1nc2ccccc2[nH]1)n1c(-c2ccccn2)nc2ccccc21 (centres undefined) | -29.5% | ? | ·
O=C(NCCCCCCNC(=O)c1cncc(O)c1)c1cncc(O)c1 | -11.0% | -2.6% | 0.6%
COc1ccccc1N1CCN(C(=S)NC(=O)/C=C/c2ccc(F)cc2)CC1 | ? | ? | 1.2%

All compounds of this part, from the start:
SMILES | DT40 TDP1 no CPT | DT40 TDP1 CPT | TDP1 inh
CCN(CC)CCCNC(=O)c1cn(CC)c2ccc(S(=O)(=O)N3CCc4ccccc4C3)cc2c1=O | 29.1µM* | ? | 5.3%&0.0%
Cc1cc(C)c2oc(=O)cc(CN3CCC(C)CC3)c2c1 | 25.9µM* | ? | ·
CCc1ccccc1N1C(=O)[C@@H]2Cc3ccccc3CN2C1=O | ? | -13.7% | 2.7%
CNC(=O)CN1C(=O)CSc2nc(C)cc(C)c21 | -2.1% | -13.7% | 0.0%
COc1ccccc1Cc1c(C(C)(C)C)nc2ccc(C)cn12 | 9.2µM* | 0.651µM* | ·
Cn1c(=O)c2c(nc(Sc3ncnn3CC(=O)N3CCOCC3)n2C)n(C)c1=O | -0.5% | 0.7% | ·
Cc1ccc(S(=O)(=O)N2CCN(C(=O)COC(=O)CCOc3cc(C)ccc3C)CC2)c(C)c1 | -11.4% | -10.1% | ·
C[C@@H]1C[C@H]2[C@@H]3C[C@H](F)C4=CC(=O)C=C[C@]4(C)[C@@]3(F)[C@@H](O)C[C@]2(C)[C@@]1(O)C(=O)CO | -18.6% | 0.0% | 1.2%
Cc1ccc(S(=O)(=O)NC(C)(C)C)cc1C(=O)OC(C)C(=O)NC1CC1 (centres undefined) | 3.9% | 3.1% | -9.7%
COCc1ccc(C(=O)N2CCCC(C(=O)c3cccc(C(F)(F)F)c3)C2)o1 (centres undefined) | ? | ? | -2.4%
COc1ccc(NC(=O)CSC2CCCCC2)cc1 | -20.3% | -20.3% | -2.2%
Fc1ccc(NC(=S)N2CCCC(c3ccccc3)=N2)cc1 | -17.4% | 0.4% | -3.8%
CC(C)CCCN1C(N(C)C)=NC[C@@H]1C | -22.2% | 0.4% | -5.6%
CCOc1ccc(S(=O)(=O)N2CCC(C(=O)NCc3cccnc3)CC2)cc1Cl | -14.5% | -5.1% | ·
CCOC(=O)C(c1nc2ccccc2[nH]1)n1c(-c2ccccn2)nc2ccccc21 (centres undefined) | -29.5% | ? | ·
O=C(NCCCCCCNC(=O)c1cncc(O)c1)c1cncc(O)c1 | -11.0% | -2.6% | 0.6%
COc1ccccc1N1CCN(C(=S)NC(=O)/C=C/c2ccc(F)cc2)CC1 | ? | ? | 1.2%
N#Cc1c(NCCCO)nc(-c2ccccc2)c2c1CCCC2 | -7.4% | -9.6% | 2.0%
COc1ccc(C2=NOC(Cn3nc(C(=O)NCc4cccs4)cc3-c3ccccc3)C2)cc1 (centres undefined) | ? | ? | 2.5%
Cc1c(C)c2ccc(OCC(=O)N3CCC[C@@H]3C(=O)O)c(C)c2oc1=O | -1.3% | -4.1% | ·
COc1ccc(-c2nc(C3CCCCC3)c3cc(OC)ccc3n2)cc1 | 0.8% | -9.1% | -11.8%
CCOC(=O)c1[nH]c(C)c(C(=O)Nc2ccccc2F)c1C | 2.59µM* | 2.31µM* | 5.2%
COc1cccc(CN(C)Cc2nc(C3CC3)no2)c1 | -17.1% | 1.0% | 0.0%
CCOC(=O)/C(=N\Nc1cccc(Cl)c1)Sc1nnc(-c2ccc(OC)cc2)n1C | -9.0% | -11.0% | 11.0%
CN(CC(=O)Nc1ccc(N2CCOCC2)cc1)C(=O)c1ccc(CS(C)(=O)=O)cc1 | ? | -19.3% | -0.1%
Additional structures:
SMILES | DT40 TDP1 no CPT | DT40 TDP1 CPT | TDP1 inh
CCn1cc(C(=O)O)c(=O)c2cc(F)c(N3CCN(S(=O)(=O)c4ccc(NC(C)=O)cc4)CC3)cc21 | ? | -27.4% | ·
CCCN1CCN(CCCNC(=O)Cn2cc3c(n2)CCCC3)CC1 | 0.0% | ? | 6.5%
Cc1nn(CCCC(=O)NCc2ccco2)c(=O)c2nn(-c3ccccc3)c(C)c12 | -9.4% | 0.5% | 0.2%
CCCn1c(=N)n(CC(O)COc2cccc(C)c2)c2ccccc21 (centres undefined) | 14.6µM* | 16.4µM* | -2.9%
C=CCn1c(C)cc(C(=O)COC(=O)C2CC(=O)N(Cc3ccccc3)C2)c1C (centres undefined) | -16.7% | ? | 5.0%
COCCNC(=O)C1CCC(=O)N1S(=O)(=O)c1ccc(C)cc1 (centres undefined) | -5.7% | -10.5% | 4.0%
CC1=NN(C(=O)c2csc(C(C)C)c2)C(O)(C(F)(F)F)C1 (centres undefined) | 1.03µM* | 0.731µM* | 2.3%
O=C(O)CCS(=O)(=O)c1cccc2cccnc12 | -2.3% | -18.0% | 1.0%
Cc1cccc(-n2ncc3c(N4CCN(c5ccccc5)CC4)ncnc32)c1 | ? | 20.6µM* | 4.7%
COc1ccc2[nH]cc(CCNC(=O)CC[C@H]3O[C@@H](n4cc(C)c(=O)[nH]c4=O)C[C@@H]3O)c2c1 | -3.3% | -1.6% | -0.2%[56.1 µM]
Cc1ccc(S(=O)(=O)N2CCN(S(=O)(=O)N(C)C)CC2)c(C)c1 | -21.7% | -7.6% | 2.3%
Cc1ccc(S(=O)(=O)Nc2nc(C)c(C(=O)NNS(=O)(=O)c3cc(C)ccc3C)s2)cc1 | 1.2% | 13.9% | 1.6%
CCOc1ccc(NC(=O)CCN2CCN(S(=O)(=O)c3ccc(F)cc3)CC2)cc1 | -16.7% | ? | 5.1%
O=C1c2ccccc2C(Nc2ccc(S(=O)(=O)N3CCCCCC3)cc2)N1c1ccccn1 (centres undefined) | -19.2% | -11.3% | 5.2%
CCCN1CCN(CCCNC(=O)C(CC)n2nc(C)c3sc4ccccc4c3c2=O)CC1 (centres undefined) | 2.4% | -26.0% | 2.9%
Cc1ccc(C)c(CNC(=O)c2ccc3c(c2)nc2n3CCCCC2)c1 | 18.4µM* | ? | 8.1%
CCc1ccc(N(CC(=O)NC2CCCCC2)C(=O)CCC(=O)Nc2ccccn2)cc1 | -0.4% | 2.6% | 3.1%
O=C(N/N=C/c1cc([N+](=O)[O-])cc([N+](=O)[O-])c1O)/C(=C\c1cccs1)NC(=O)c1ccccc1 | 5.0% | -1.8% | 10.3%
O=C(c1ccc(NC(=S)NCc2ccco2)cc1)N1CCOCC1 | -1.6% | -3.1% | 3.5%
CCCc1c(Cc2cccc(F)c2)ncn1Cc1cccc(-c2ccccc2)c1 | 3.66µM* | 3.26µM* | ·
CCc1cc2c3c([nH]c2cc1S(=O)(=O)N1CCC2(CC1)OCCO2)CCCC3=O | 16.4µM* | 23.1µM* | -3.8%
O=C(OCc1nnc(-c2ccccc2)o1)c1cc([N+](=O)[O-])ccc1Cl | -10.8% | 3.5% | 3.0%
Cc1nc(Cl)c(S(N)(=O)=O)c(C)c1Cl | 0.5% | 5.6% | 4.9%
O=C(Sc1ccc(Cl)cc1)c1ccccn1 | 16.4µM* | 16.4µM* | ·
Cc1n[nH]c(C)c1Cc1c(F)cccc1Cl | ? | ? | -1.3%
New compounds follow:
SMILES | DT40 TDP1 no CPT | DT40 TDP1 CPT | TDP1 inh
O=C(NCc1ccccc1Cl)C1CCCN(S(=O)(=O)c2cccc3nonc23)C1 (centres undefined) | -27.1% | 8.5% | 1.1%
COCCCn1c(SCC(=O)Nc2nnc(C)s2)nnc1-c1ccoc1C | -4.5% | -2.9% | 2.5%
COc1cccc(OCc2cc(C(=O)N3CCN(C4CCCCC4)C(=O)C3)no2)c1 | -28.6% | -5.9% | 2.5%
CN(CC(=O)NCc1ccncc1)S(=O)(=O)c1ccccc1 | -7.4% | 4.5% | 0.0%
COC(C[C@@H]1O[C@H]1[C@@H](O)[C@@H](C)OCc1ccccc1)OC | 2.6% | -7.2% | 5.9%
CC(=O)Nc1ccc(NC(=O)C2CCCN(c3ncccn3)C2)cc1 (centres undefined) | 1.6% | -0.9% | -2.2%[56.1 µM]
O=C(CN1CCOCC1)Nc1c2c(nc3c1CCC3)CCC2 | -10.9% | -20.0% | 5.2%
CCOc1ccc(C2NC(=O)c3sc(=S)n(-c4ccccc4)c3N2)cc1 (centres undefined) | ? | -11.9% | 0.0%
CCCCCCCCCC(=O)OCC(O)CO (centres undefined) | -2.0% | 16.1% | 5.5%
Cn1c(=O)n(/N=C/c2ccccc2)c2ccccc21 | -4.8% | -19.9% | 0.0%
Cc1ccc(OCCn2cnc3cc([N+](=O)[O-])ccc3c2=O)cc1 | ? | ? | 3.6%
COc1ccc(N2CCN(C(=O)CCCCCn3c(=O)[nH]c4ccsc4c3=O)CC2)cc1 | 16.4µM* | ? | 4.9%
C=CCn1c(=S)[nH]c2nc3c(cc2c1=O)COC(C)(C)C3 | -16.9% | -8.4% | 1.0%
CC1CC(C)(C)NCc2ccccc21 (centres undefined) | -23.9% | -3.6% | -3.1%
COCC1CCCN(C(=O)c2ccc3oc(CCCc4ccccc4)nc3c2)C1 (centres undefined) | ? | ? | 4.0%
Cc1ccc(NC(=O)c2cc(S(=O)(=O)N3CCOCC3)ccc2F)c(C)c1 | -16.3% | -16.8% | 1.0%
COc1ccc(N2CC(NC(=O)/C=C\c3ccc4c(c3)OCO4)CC2=O)cc1 (centres undefined) | 2.4% | -20.3% | 7.8%
CCc1ccc(-c2nc3c(c(SCc4ccc(F)cc4)n2)Cc2c(CO)cnc(C)c2O3)cc1 | -18.7% | -4.3% | 2.6%
CCOc1ccc(C2=NC(c3ccc(OC)cc3)=Nc3ccc(Cl)cc3N2)cc1 | 20.6µM* | ? | 4.7%
C[C@H]1C=C(C(=O)N2CCOCC2)O[C@@H](OCc2ccc(CO)cc2)C1 | -8.1% | 5.3% | 1.3%
COc1ccc(NC(=O)Cn2nc(Cc3cccnc3)c3ccccc3c2=O)c(OC)c1 | 10.8% | -17.0% | 6.5%
O=C(CCCn1c(=O)c2sccc2n(Cc2ccc(F)cc2Cl)c1=O)NCc1ccc2c(c1)OCO2 | -29.7% | -4.4% | -1.8%
CCOc1cc(C2NC(=O)CCC2[N+](=O)[O-])cc(Br)c1OCC (centres undefined) | -2.3% | -19.0% | ·
CC(=O)N(Cc1cc2c(C)cc(C)cc2[nH]c1=O)C1CCCCC1 | -26.7% | -20.6% | 1.9%
O=C1C/C(=C/NCc2ccccc2)C(=O)N1 | -8.7% | 2.0% | -1.1%
